VIM-2 inhibitor – blocks Pseudomonas aeruginosa VIM-2 metallo-beta-lactamase | purified VIM-2, nitrocefin hydrolysis, epi-absorbance fluorescence | inhibition, % at 5.6 µM | actives 0.89% (n = 290,000) | AID 1527;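 active = inhibition above the mean of all tested compounds plus 3 SD, cutoff set per screening run, cut at about 7.5% in these data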;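 also: red hydrolysis product quenches plate fluorescence so inhibitors raise well fluorescence; 0% = enzyme with DMSO and 100% = DMSO without enzyme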
IDE cell activ – IDE (human) activation, cell-based | P14735 | HEK cells, FAbeta-B cleavage, fluorescence polarization; 0% vehicle, 100% cell-free pure enzyme wells | activation, % at 5.96 µM | actives 0.073% (n = 340,000) | AID 493087;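 active = activation above the mean of all tested compounds plus 3 SD, set per screening campaign, cut at about 17% in these data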
HCV NS3 hel inh – inhibitors of Hepatitis C virus NS3 helicase. NS3 helicase DNA unwinding, Cy5 molecular beacon fluorescence. inhibition, % at 10.9 µM. actives 0.56% (n = 290,000);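 active = inhibition above the mean of all tested compounds plus 3 SD, set per campaign, cut at about 35% in these data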;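 also: 0% = DMSO wells and 100% = thioflavine S control wells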
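Material: hepatitis C virus NS3 helicase domain fragment enzyme; measured by: Cy5 fluorescence, 0 and 60 min reads; control set: DMSO and thioflavine S; incubation: 60 min unwinding reaction at 25 °C after ATP addition; read-out basis: % inhibition from 60/0 min fluorescence ratio, DMSO 0%, thioflavine S 100%; repeats: singlicate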
UBC9 SUMO inh – inhibitors of human SUMOylation (UBC9) | inhibition, % at 35 µM | HTRF SUMOylation assay, SAE1/SAE2 + UBC9, in vitro | P63279 | actives 0.36% (n = 290,000); in the data active = inhibition above about 50%, passing the limit was not always enough; also: strong numbers were not always called active
Target sequence (P63279 whole entry, looked up): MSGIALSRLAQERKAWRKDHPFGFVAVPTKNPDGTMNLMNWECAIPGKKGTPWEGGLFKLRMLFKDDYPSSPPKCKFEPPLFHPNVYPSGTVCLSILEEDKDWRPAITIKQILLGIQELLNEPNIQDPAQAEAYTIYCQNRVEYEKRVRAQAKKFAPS
FID counter – displaces DNA intercalator in HCV helicase counter-screen | DNA fluorescent intercalator displacement, fluorescence | inhibition, % at 7.9 µM | actives 0.17% (n = 290,000) | AID 1845; in the data active = inhibition above about 37%;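 also: 0% = vehicle and 100% = reference compound; higher means more ethidium bromide displaced from hairpin DNA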
MEKK3 PB1 HTS – modulators (inhibitors or enhancers) of MEK5 binding to human MEKK3 PB1 domain; bead-based flow cytometry, Alexa488-MEK5 binding to MEKK3; actives lie on both sides; 0 = blocked by unlabeled MEK5, 100 = vehicle; binding response (% of control), % at 10 µM; actives 1.4% (n = 290,000); AID 1529;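 active = binding response more than 3 SD above or below the average of its plate-row segment, actives on both sides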;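 also: Alexa488 bead fluorescence after subtracting the streptavidin-only scavenger bead signal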
Target sequence (Q99759 whole entry, looked up, the tested form may be a part): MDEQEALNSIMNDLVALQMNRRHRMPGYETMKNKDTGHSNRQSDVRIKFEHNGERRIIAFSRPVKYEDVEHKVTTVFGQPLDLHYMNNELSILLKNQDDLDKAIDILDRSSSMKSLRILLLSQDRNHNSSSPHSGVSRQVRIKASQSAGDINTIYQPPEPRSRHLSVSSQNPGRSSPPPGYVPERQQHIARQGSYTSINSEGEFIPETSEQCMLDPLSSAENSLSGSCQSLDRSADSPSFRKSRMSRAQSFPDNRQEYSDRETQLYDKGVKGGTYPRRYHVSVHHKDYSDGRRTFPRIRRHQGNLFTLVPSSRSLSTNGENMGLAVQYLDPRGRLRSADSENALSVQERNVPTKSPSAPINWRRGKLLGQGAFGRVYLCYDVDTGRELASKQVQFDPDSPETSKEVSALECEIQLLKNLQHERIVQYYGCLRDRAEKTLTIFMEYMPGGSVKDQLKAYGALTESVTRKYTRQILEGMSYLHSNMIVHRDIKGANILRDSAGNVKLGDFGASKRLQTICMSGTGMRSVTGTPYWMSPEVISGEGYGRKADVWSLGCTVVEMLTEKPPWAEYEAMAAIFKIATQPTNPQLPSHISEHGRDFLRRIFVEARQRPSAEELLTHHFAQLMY
PHOSPHO1 inh – PHOSPHO1 (human) inhibition | Q8TCT1 | recombinant PHOSPHO1, absorbance phosphatase assay | actives 1.1% (n = 290,000) | inhibition, % at 13.3 µM | AID 1565; in the data active = inhibition above about 60%
Target sequence (Q8TCT1 whole entry, looked up): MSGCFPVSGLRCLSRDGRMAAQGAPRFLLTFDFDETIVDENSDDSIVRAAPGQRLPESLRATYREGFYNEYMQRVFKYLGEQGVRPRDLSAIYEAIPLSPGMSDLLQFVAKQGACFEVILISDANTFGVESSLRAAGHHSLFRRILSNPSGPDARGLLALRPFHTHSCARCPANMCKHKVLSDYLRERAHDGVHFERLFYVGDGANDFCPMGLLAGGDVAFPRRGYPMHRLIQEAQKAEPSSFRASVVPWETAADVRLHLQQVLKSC
p-CIP stab down – compounds decreasing mouse p/CIP protein stability | Q05BA5 | F442A p/CIP-EGFP cells, EGFP fluorescence, 16 h | decrease of EGFP signal, % at 10 µM | actives 0.01% (n = 290,000);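 active = EGFP signal decrease of at least 30% at 10 µM or well 3 SD below plate mean, unless failing retest; inactive = the rest, including hits failing retest or dose response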; also: some compounds called inactive have numbers as strong as hits; many of its hits are not listed in these tables
IMP-1 inh – inhibitors of Pseudomonas aeruginosa IMP-1 metallo-beta-lactamase | inhibition, % at 5.6 µM | actives 0.45% (n = 290,000) | purified IMP-1, nitrocefin hydrolysis, epi-absorbance fluorescence;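 active = inhibition above the mean plus 3 SD of all compounds in the same screening run, cut at about 4.5% in these data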;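 also: 0% = IMP-1 with DMSO and 100% = DMSO wells lacking enzyme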
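assay system = purified recombinant IMP-1 metallo-beta-lactamase enzyme | schedule = 15 min preincubation plus 25 min reaction at 25 °C | signal = Epi-absorbance fluorescence, 480 nm excitation, 530 nm emission | read-out basis = percent inhibition from optical density relative to buffer-blank wells | controls = IMP-1 with DMSO as 0%, enzyme-free DMSO as 100%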
* hit, by the source's call; / = not tested or not shown; [ ] = dose if it differs, or a comment.

SMILES	VIM-2 inhibitor	IDE cell activ	HCV NS3 hel inh	UBC9 SUMO inh	FID counter	MEKK3 PB1 HTS	PHOSPHO1 inh	p-CIP stab down	IMP-1 inh
CCN=C(Nc1ccc2c(c1)OCO2)SC1CC(=O)N(c2ccc(OC)cc2)C1=O (stereo unspecified)	-3.5	3.9	-3.6	-46.5	-5.4	104.0	5.7	-3.5	-1.7
COc1ccc(C(=O)/C=C/C(=O)N(CC(=O)NC2CCCCC2)Cc2ccccc2OC)c(O)c1	-0.6	-2.8	4.2	-14.5	-8.7	99.0	42.9	-1.2	-2.0
Cc1occc1-c1nc(-c2ccncc2)no1	-0.8	0.8	-3.0	16.6	-0.8	94.0	-1.2	-9.6	-3.4
CCCN(CCC)c1nc2c(C)cccn2c(=O)c1/C=C1/SC(=S)N(Cc2ccco2)C1=O	6.8	0.2	16.3	20.4	-15.4	32.0*[inhibitor]	9.7	-655.8	7.6*
Cc1ccc(CN2CCN(Cc3cnc(C)s3)CC2CCO)cc1 (stereo unspecified)	-1.3	2.3	6.1	4.5	0.0	99.0	5.5	4.3	-2.6
C=CCn1c(SCC(=O)NC2CCCCC2)nnc1-c1cccnc1	1.5	4.2	-0.7	-0.3	-1.2	97.0	/	4.3	-0.9
CCn1cc(C(=O)OCC(=O)c2cc(C)n(-c3ccccc3)c2C)c(=O)c2ccc(C)nc21	2.4	5.2	-2.5	-10.8	-4.3	93.0	-6.9	-5.6	0.0
Cc1cccc(-c2noc(CCC(=O)NCc3ccccc3)n2)c1	0.0	1.7	-1.3	5.8	-27.3	100.0	1.7	-3.8	-2.9
Cc1c(C(=O)Nc2c(C)n(C)n(-c3ccccc3)c2=O)oc2ccc(Cl)cc12	-3.0	4.3	0.3	11.0	-24.2	101.0	70.6*	-5.7	-3.4
O=C(CCS(=O)(=O)c1cccc2nonc12)Nc1ccc(Br)cc1	-6.0	-0.5	1.0	-7.2	4.8	107.0	8.1	-2.8	-3.0

5 records drawn at random from those above:
SMILES	VIM-2 inhibitor	IDE cell activ	HCV NS3 hel inh	UBC9 SUMO inh	FID counter	MEKK3 PB1 HTS	PHOSPHO1 inh	p-CIP stab down	IMP-1 inh
C=CCn1c(SCC(=O)NC2CCCCC2)nnc1-c1cccnc1	1.5	4.2	-0.7	-0.3	-1.2	97.0	/	4.3	-0.9
CCn1cc(C(=O)OCC(=O)c2cc(C)n(-c3ccccc3)c2C)c(=O)c2ccc(C)nc21	2.4	5.2	-2.5	-10.8	-4.3	93.0	-6.9	-5.6	0.0
Cc1c(C(=O)Nc2c(C)n(C)n(-c3ccccc3)c2=O)oc2ccc(Cl)cc12	-3.0	4.3	0.3	11.0	-24.2	101.0	70.6*	-5.7	-3.4
Cc1occc1-c1nc(-c2ccncc2)no1	-0.8	0.8	-3.0	16.6	-0.8	94.0	-1.2	-9.6	-3.4
CCCN(CCC)c1nc2c(C)cccn2c(=O)c1/C=C1/SC(=S)N(Cc2ccco2)C1=O	6.8	0.2	16.3	20.4	-15.4	32.0*[inhibitor]	9.7	-655.8	7.6*

The listing continues:
SMILES	VIM-2 inhibitor	IDE cell activ	HCV NS3 hel inh	UBC9 SUMO inh	FID counter	MEKK3 PB1 HTS	PHOSPHO1 inh	p-CIP stab down	IMP-1 inh
CCC[N+]1(CC#CC(O)(c2ccccc2)C2CCCCC2)CCCCC1 (stereo unspecified)	0.7	1.7	-16.6	-0.5	33.2	97.0	-8.5	13.5	-1.4
Cc1cc(C)c(C)c(OCC(=O)NCCN(C)C)c1	-2.5	5.3	-7.0	26.2	7.4	98.0	-20.8	-9.2	-3.2
CC1CN(C(=O)c2nn(C)cc2[N+](=O)[O-])CC(C)O1 (stereo unspecified)	-2.3	2.1	8.3	6.9	-0.6	107.0	13.6	-11.4	-2.6
O=C1NC(=Nc2ccccc2)SC1Cc1cccc(Cl)c1Cl (stereo unspecified)	-4.1	-1.3	-1.6	-2.1	-11.2	99.0	-11.7	-11.5	-2.4
CC(=O)c1cccc(Oc2ncccn2)c1	0.3	-0.8	28.9	-31.1	-8.1	100.0	31.3	0.3	2.6
CCCOc1ccc(C2c3c(oc4ccccc4c3=O)C(=O)N2CCN(CC)CC)cc1OC (stereo unspecified)	-1.3	9.3	-7.0	16.0	6.7	102.0	23.9	0.1	-1.1
Cc1c(NS(=O)(=O)c2cccc(C(=O)NCc3ccc(Cl)cc3)c2)c(=O)n(-c2ccccc2)n1C	-0.6	3.3	-2.8	-1.8	-30.9	102.0	7.0	5.9	-0.8
COc1ccccc1CNc1cc(-c2ccccc2)ccc1OC	-1.1	6.6	-2.1	-12.2	-1.5	104.0	-9.4	2.9	0.1
COC(=O)c1c(-c2ccccc2)nn(-c2ccccc2)c1C(=O)OC	-0.1	-1.2	-8.3	2.5	-21.2	120.0	13.0	6.3	-0.3
Cc1ccc(-c2noc(C3CCN(S(C)(=O)=O)CC3)n2)o1	-5.2	-0.7	0.4	11.2	1.7	97.0	9.6	-3.1	-4.4
N/C(Cc1cccc2ccccc12)=N\OC(=O)c1cccs1	1.0	-0.5	-13.2	-3.8	-0.9	103.0	-9.0	1.8	-1.8
Cc1nnc(NC(=O)CCC(=O)N2CCN(CCOc3cccc4ccccc34)CC2)s1	-2.1	/	-11.9	4.6	-13.2	100.0	31.6	-12.2	-3.0
CN1C(=S)SC(N(O)C=C2C=CC(=O)C=C2)C1(C)C (stereo unspecified)	-2.0	1.2	9.7	15.9	-0.9	102.0	12.4	-0.1	-3.2
Cc1nn(CC(=O)NCC2CCCO2)c(=O)c2ccccc12 (stereo unspecified)	-2.1	8.1	-4.1	13.7	-8.4	111.0	-6.1	-15.2	-1.1
O=C(NCCS(=O)(=O)N1CCN(c2cccc(Cl)c2)CC1)c1cc(=O)c2ccccc2o1	-1.8	-1.3	2.1	2.4	-27.6	102.0	32.4	-9.3	-3.4
O=C(CN1C(=O)C2(OCCO2)c2ccccc21)c1ccc(F)cc1	-3.4	7.4	-8.9	-10.7	-5.5	105.0	7.2	-7.2	-1.5
CC(=O)Nc1nnc(S(=O)(=O)N2CCN(c3ccc(Cl)cc3[N+](=O)[O-])CC2)s1	-1.9	7.1	-3.4	9.0	-3.8	99.0	27.6	-6.9	0.1
O=C(NC1CCCC1)C(c1c(F)cccc1Cl)N(C(=O)c1csnn1)C1CC1 (stereo unspecified)	1.1	1.2	1.5	-1.6	-21.4	99.0	-10.1	6.8	-0.7
COc1ccccc1C1CC(c2cccs2)=NN1C(=O)CCC(=O)O (stereo unspecified)	-1.2	3.2	8.9	11.9	-30.7	105.0	/	-15.2	-2.0
Cc1noc(C)c1CSCC(=O)N(CCC(C)C)c1c(N)n(Cc2ccccc2)c(=O)[nH]c1=O	-3.1	0.3	6.0	-3.8	-36.0	98.0	9.8	-6.5	-2.9
CN(C)/C=N/c1cc(=O)n(C)c(=O)n1CC1CC1	-3.0	-0.2	4.8	6.0	-4.6	104.0	-16.0	-17.6	-3.8
CCCCc1cc(=O)oc2cc(OCC(=O)NCc3ccccn3)c(Cl)cc12	-2.0	-3.7	1.1	11.0	-29.1	104.0	54.1	-6.6	-2.9
CCOC(=O)c1ccc(NC(=O)c2c(NC(=O)CCC(=O)O)sc3c2CCCCC3)cc1	-3.9	/	1.0	8.5	-25.3	105.0	-5.9	-34.4	-3.1
COc1cccc(C2=Nc3cccc4cccc(c34)N2)c1	-0.4	5.4	-0.6	12.7	6.3	99.0	-25.7	-11.7	-3.5
O=C(Nc1ccccc1)N(CCN1CCOCC1)Cc1cccc(Cl)c1	-0.4	-0.3	-5.5	16.7	-0.9	88.0	9.6	1.4	-1.3
O=C(C1CCN(S(=O)(=O)Cc2ccccc2)CC1)N1CCN(c2ncccn2)CC1	-3.6	-0.6	3.7	9.1	-15.7	100.0	-35.6	9.7	-2.5
COc1ccc(N2C(=O)CN(Cc3cc(OC)c(OC)c(OC)c3)C2=S)cc1	-5.3	-3.0	0.7	-8.0	-28.0	104.0	-12.7	-4.9	-1.7
Cc1cc(C(=O)N/N=C/C=C/c2ccc(Br)cc2)n[nH]1	-5.5	-4.1	4.1	23.9	-16.0	95.0	32.7	-4.6	0.3
COCCN(Cc1cc2cc(C)c(C)cc2nc1Cl)C(=O)Nc1ccccc1	-2.0	3.5	1.7	3.9	-6.2	104.0	-25.8	-1.1	-2.2
O=C(O)CCC1(C(=O)O)OCCc2ccccc21 (stereo unspecified)	-3.1	-1.2	1.2	14.1	3.2	100.0	17.4	-15.4	-1.7
O=Cc1ccc(OCc2ccc3c(c2)OCO3)cc1	-1.8	2.9	4.8	-4.5	-1.4	100.0	20.1	2.1	-2.6
Fc1ccc(CN2CCN(C(c3ccccc3)c3ccccc3)CC2)cc1	2.3	5.9	-53.1	-2.5	25.5	101.0	/	15.8	1.9
CCCCCc1ccc(-c2cn(Cc3ccc(C)cc3)nn2)cc1	-1.2	1.9	14.6	-2.5	-19.1	103.0	-1.7	3.7	-2.5
O=C(O)CSCC(=O)NCc1cccc(C(F)(F)F)c1	0.4	-1.7	-4.5	-12.5	1.8	104.0	39.4	13.7	-1.9
Cc1cccc(C(=O)Nc2cc(NC(=O)c3cccs3)ccc2C)c1	-1.1	-2.9	-6.0	11.4	-11.9	99.0	28.7	-9.8	-3.6
CCN(CC)S(=O)(=O)c1ccc(N/N=C/c2ccc(O)cc2O)nc1	-0.9	0.6	-6.9	-53.5	-3.9	96.0	0.3	-5.0	-3.6
Cn1c(Cn2c(=O)sc3ccccc32)nnc1SCC(=O)N1CCc2ccccc21	-1.7	-0.6	7.1	3.9	3.5	101.0	-2.3	-6.2	-4.7
CC(=O)c1ccc(N2CCN(C(=O)c3cc(-c4cccnc4)nc4ccc(Br)cc34)CC2)cc1	-0.4	2.4	13.5	25.8	-4.1	102.0	10.5	-14.2	-3.2
CC(C)(C)NC(=O)C1CCN(C(=O)c2ccco2)CC1	-0.4	-4.5	6.2	6.4	-3.6	101.0	28.0	-7.5	-3.6
Cc1ccc(C)c(OC(=O)c2cccc(S(=O)(=O)N3CCN(C)CC3)c2)c1	-2.0	-1.5	-71.3	-4.2	7.7	101.0	19.2	-2.3	-0.9
COc1ccc(-c2cc(C(=O)Nc3ccccc3SC)no2)cc1OC	-2.9	3.6	-1.8	20.9	-2.9	106.0	15.5	-10.1	-2.1
Cc1ccc(F)cc1NC(=O)Nc1cc(C(C)(C)C)nn1C	-2.7	7.6	8.2	-4.2	-3.9	103.0	-27.8	6.5	-2.5
COc1ccc(/C=C2/C(=O)OCc3cc(OC)c(OC)cc32)cc1	-3.4	-0.8	-5.5	7.4	-13.2	110.0	-7.8	-8.1	-1.7
Cc1ccc2ncc([N+](=O)[O-])n2c1	-1.7	-0.6	0.4	2.4	-1.8	96.0	12.2	-3.0	-0.9
COC(=O)C(Cc1ccccc1)NC(=O)CCCC(=O)NCc1cccc(OC)c1 (stereo unspecified)	-0.9	-8.2	2.2	1.0	-24.7	107.0	34.0	10.2	-4.1
CCN(CC)S(=O)(=O)c1ccc(NC2CCCc3ccccc32)nc1 (stereo unspecified)	-1.1	-4.1	-6.2	-1.3	-9.6	101.0	-8.0	3.4	-2.1

The list is partial; the hit share may differ from the screen's.
